Screening results (PubChem)
BLM helicase inh: blocks DNA unwinding by human BLM helicase. AID 2528. 0.2% of 350,000 active. Potency, µM (highest dose often 56.1 µM), for inactives: top-dose activity change, negative = inhibition, actives largely listed as inhibitors. P54132. recombinant BLM DNA unwinding, fluorescence dequenching;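 note: plate controls were vehicle for no effect and no enzyme for full effect; nearly all actives have a fitted effect of over 35% in size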
APEX1 inh: blocks human APE1 abasic DNA cleavage; P27695; recombinant APE1, TAMRA/BHQ-2 abasic DNA cleavage fluorescence; Potency, µM (series often up to 65.8 µM), without a hit: at the top dose activity change, negative = inhibition, hits mostly inhibitors; 0.35% of 350,000 active;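 note: plate controls were vehicle for no effect and reference inhibitor for full effect; nearly all actives have a fitted effect of over 55% in size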
Target sequence (P27695 whole entry, looked up): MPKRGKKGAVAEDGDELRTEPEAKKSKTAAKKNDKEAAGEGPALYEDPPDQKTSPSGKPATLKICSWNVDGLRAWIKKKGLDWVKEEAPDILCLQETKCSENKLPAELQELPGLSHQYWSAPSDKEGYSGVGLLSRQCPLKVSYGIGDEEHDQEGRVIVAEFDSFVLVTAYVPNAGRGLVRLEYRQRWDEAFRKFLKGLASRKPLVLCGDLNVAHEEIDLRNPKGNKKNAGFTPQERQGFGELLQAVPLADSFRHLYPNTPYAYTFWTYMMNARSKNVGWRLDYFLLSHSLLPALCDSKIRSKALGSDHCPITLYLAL
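Measures dequenching upon AP-site incision of a 5'-TAMRA/3'-BHQ-2 THF-containing duplex, 50 nM; human APE1 0.75 nM after 15 min room-temperature exposure to compound; kinetic three-point read at one-minute spacing.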
Anesthetic bind: candidate novel general anesthetic via apoferritin binding | P02791 | apoferritin/1-aminoanthracene competitive binding, fluorescence | Potency, µM (highest dose often 77.5 µM), for inactives: at the top dose activity change, negative = displacement, hits mostly inhibitors | 0.074% of 350,000 active | AID 485281; note: nearly all actives have a fitted effect of over 20% in size
Target sequence (P02791 2-175 limits assumed): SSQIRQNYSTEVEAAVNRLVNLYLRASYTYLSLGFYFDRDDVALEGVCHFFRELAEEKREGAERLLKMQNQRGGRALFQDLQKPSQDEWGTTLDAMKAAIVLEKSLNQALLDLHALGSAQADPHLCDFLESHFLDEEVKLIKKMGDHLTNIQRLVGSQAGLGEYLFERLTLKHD
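Read-out: endpoint 1-AMA fluorescence, excitation 380 nm and emission 535 nm, after compounds sit 10 min at room temperature with 10 uM horse-spleen apoferritin in 50% saturated 1-AMA/PBS. Values come from four-parameter Hill fits.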
Starred values were filed as active, the others as inactive; u = inconclusive; x = no result given; & = joins results of further samples; [ ] = another dose, or the depositor's remark. Calls come from the whole dose curve; as a rule, active = well fitted curve in the direction sought with a large enough effect; inconclusive = small, poorly fitted or top-dose-only effect, or another doubt; inactive = no such curve, though single readings can be large; an effect the other way counts as inactive or inconclusive. Unless noted, % is set by controls: 0 for no effect and ±100 for the full control effect; potency is the fitted concentration of half-maximal effect. A portion of the library; rates above refer to the full screens.

Second line of a record: BLM helicase inh | APEX1 inh | Anesthetic bind
COC(=O)C/C=C/[C@@H](C)[C@H](OC)c1c(Br)ccc2c1OCO2
 : 1% | -3% | x
CCC(=O)C(C(=O)OC)[C@H](CCc1ccccc1)NC(=O)OC (stereo not given in full)
 : 0% | 26% | x
CCCCC/C=C\C/C=C\C/C=C\C=C\C1CCCC(=O)O1 (stereo not given)
 : 0% | -1% | x
COc1ccc(NC(=O)N2CCc3nc(-c4ccc(OC)cc4C)c4c(c3C2)CO[C@@H](c2ccccc2)C4)cc1
 : -2%[12.4 µM] | 9%[12.4 µM] | x
Brc1ccc2c(c1)c1cc(Br)ccc1n2CC1CO1 (stereo not given)
 : -1% | -1% | x
COc1ccc(-c2nc(-c3ccccc3)oc2Nc2ccc3ccccc3c2)cc1
 : 4% | 19% | x
CCCCCC#CC[C@@H](O)/C=C/C=C/C=C\[C@@H](O)CCCC(=O)O
 : 3% | 0% | x
O=C(NCc1ccc2c(c1)OCO2)O[C@@H]1C(=O)c2cc(Br)ccc2O[C@H]1c1ccc2c(c1)OCO2
 : -1% | 3% | x
COCC(=O)N1CCc2nc(COc3ccccc3)c3c(c2C1)CO[C@@H](C)C3
 : 2%[12.4 µM] | 1%[12.4 µM] | x
C=CCOC(=O)NC(c1ccc(F)c(F)c1)C(C(C)=O)C(=O)OC (stereo not given)
 : 4% | 0% | x
C=CCOC(=O)N[C@@H](c1ccc(Br)cc1)C(C(C)=O)C(C)=O
 : 3% | 1% | x
COC(=O)C1(C(=O)OC)C[C@@H]2CON=C2[C@H]1c1ccccc1
 : 0%&2% | 0%&0% | x
CC(C)Cn1nnnc1S(=O)(=O)CC#N
 : 3% | 21% | x
CC(C)C[C@@H](CC(=O)N[C@@H](CCCN)CC(=O)N[C@@H]1CCCC[C@H]1C(=O)N[C@H](CC(=O)N[C@@H](CCC(=O)O)CC(=O)O)Cc1c[nH]c2ccccc12)NC(=O)[C@@H]1CNCC[C@H]1N
 : -11% | 1% | x
Cc1cccc(C)c1Nc1oc(-c2ccccc2)nc1-c1ccccc1F
 : -1% | 2% | x
CC(C)[C@@H](CC(=O)N[C@@H]1CCCC[C@H]1C(=O)N[C@H](CC(=O)N[C@@H](CCC(=O)O)CC(=O)O)Cc1ccccc1)NC(=O)C[C@H](Cc1ccccc1)NC(=O)[C@@H]1CNCC[C@H]1N
 : 0% | 1% | x
COC(=O)N1C2CC3(C)CC(=O)CC1(C)C3c1ccccc12 (stereo not given)
 : 2%[12.4 µM] | -4%[12.4 µM] | x
C[C@H]1Cc2c(COc3ccccc3)nc3c(c2CO1)CN(C(=O)Cc1cccs1)CC3
 : -4%[12.4 µM] | -2%[12.4 µM] | x
O=C(OCC(F)(F)F)[C@H](O)[C@@H](O)C(=O)OCC(F)(F)F
 : 0% | 21% | x
COC(=O)C1=C(C(=O)OC)[C@@H]2N(Cc3ccccc3)c3ccccc3[C@@]23C[C@@H](C(=O)OC)N(S(=O)(=O)c2ccc(C)cc2)C3=N1
 : -4%[12.4 µM] | -8%[12.4 µM] | x

Exported in markdown: five of the compounds above
| smiles | BLM helicase inh | APEX1 inh | Anesthetic bind |
| --- | --- | --- | --- |
| CC(C)[C@@H](CC(=O)N[C@@H]1CCCC[C@H]1C(=O)N[C@H](CC(=O)N[C@@H](CCC(=O)O)CC(=O)O)Cc1ccccc1)NC(=O)C[C@H](Cc1ccccc1)NC(=O)[C@@H]1CNCC[C@H]1N | 0% | 1% | x |
| COC(=O)N1C2CC3(C)CC(=O)CC1(C)C3c1ccccc12 (stereo not given) | 2%[12.4 µM] | -4%[12.4 µM] | x |
| C[C@H]1Cc2c(COc3ccccc3)nc3c(c2CO1)CN(C(=O)Cc1cccs1)CC3 | -4%[12.4 µM] | -2%[12.4 µM] | x |
| O=C(OCC(F)(F)F)[C@H](O)[C@@H](O)C(=O)OCC(F)(F)F | 0% | 21% | x |
| COC(=O)C1=C(C(=O)OC)[C@@H]2N(Cc3ccccc3)c3ccccc3[C@@]23C[C@@H](C(=O)OC)N(S(=O)(=O)c2ccc(C)cc2)C3=N1 | -4%[12.4 µM] | -8%[12.4 µM] | x |

(further entries)
Second line of a record: BLM helicase inh | APEX1 inh | Anesthetic bind
COC(=O)C1(C(=O)OC)C[C@H]2CON=C2[C@H]1c1ccccc1
 : 2%&-1% | 2%&1% | x
COC(=O)CCCC1=CC2=CC(=O)C(C)(OC(=O)c3cccs3)C(=O)C2=CO1 (stereo not given)
 : -10% | u | x
OC[C@@H](O)[C@@H](O)CCc1ccccc1
 : 3% | 2% | x
COc1cccc([C@@H]2Oc3ccc(Br)cc3C[C@H]2OC(=O)NS(=O)(=O)c2ccc(C)cc2)c1
 : -5% | 4% | x
COc1cccc([C@@H]2Oc3ccc(Br)cc3C(=O)[C@H]2OC(=O)N[C@H]2CCCc3ccccc32)c1
 : -6% | -3% | x
COc1ccc2c(c1)O[C@@H](c1ccc3c(c1)OCO3)[C@H](OC(=O)NCc1ccc3c(c1)OCO3)C2=O
 : 1% | -2% | x
COC(=O)CC1c2ccccc2C=C(C)N1C(=O)OC (stereo not given)
 : 4% | 13% | x
N#Cc1ccc(CS(=O)(=O)c2nnnn2-c2ccccc2)cc1
 : -1% | 0% | x
COC(=O)N[C@@H](c1cccc(C)c1)[C@@H](C)[N+](=O)[O-]
 : -15% | 6% | x
CCCCc1nc2c(c3c1C[C@H](C)OC3)CN(C(=O)Cc1cccc(OC)c1)CC2
 : 3%[12.4 µM] | 30%[12.4 µM] | x
CCC[C@@H]1C[C@@]1(CCC)C(NC(=O)c1ccccc1)c1cccc(Cl)c1 (stereo not given in full)
 : 5% | -1% | -13%
COC(=O)C/C=C\[C@@H](C)[C@@H](/C=N\OCC[C@H]1C=C[C@H](OC(C)=O)[C@@H](COC(C)=O)O1)NS(=O)(=O)c1ccc(C)cc1
 : -2%[12.4 µM] | 0%[12.4 µM] | -5%[15.3 µM]
O=S(=O)(Nc1cccc2cccnc12)c1ccccc1O
 : -7% | -3% | -18%
COC(=O)[C@@]1(Cc2ccc(OC)cc2)[C@H]2c3cc(C(=O)N4CCCC4)n(CCc4ccc(O)c(O)c4)c3C[C@H]2CN1C(=O)c1ccccc1
 : -8% | -2% | -23%
COC(=O)[C@@]1(Cc2ccccc2)[C@H]2c3cc(C(=O)N(C)C)n(C[C@H](O)CO)c3C[C@H]2CN1C(=O)c1ccccc1
 : 5% | -4% | -6%
COC(=O)c1ccc(C(NC(=O)OCc2ccccc2)/C(C)=C/[C@@H](C)C(=O)NCc2cc(F)cc(F)c2)cc1 (stereo not given in full)
 : -5% | 5% | -9%
C/C(CCC(=O)OC[C@@H]1O[C@H](C#Cc2ccccc2)C=C[C@@H]1Oc1ccc(C)cc1)=N/O[C@@H](C)c1cn([C@H](CO)Cc2ccccc2)nn1
 : -5%&-7%[12.4 µM] | u | 0%&-9%[15.3 µM]
CCOC(=O)N/N=C1/C[C@@H](O)[C@@H](O)[C@@H]2[C@@H]3C(=O)N(C[C@@H]4CCCO4)C(=O)[C@H]3CC[C@@H]12
 : -2%[12.4 µM] | u | 2%[15.3 µM]
CC1(C)OCC([C@H](O)C2=CCCCC2=O)CO1
 : -2% | -3% | 5%[15.3 µM]
COC(=O)C/C=C\[C@@H](C)[C@@H](/C=N\OC[C@@H](C)[C@H](OCc1ccccc1)C(C)C)NS(=O)(=O)c1ccc(C)cc1
 : -7%[12.4 µM] | 4%[12.4 µM] | -18%[15.3 µM]
C/C(CCN1CCCc2nc(C)c(C)cc21)=N\OC[C@@H](O)COCc1ccco1
 : -1%[12.4 µM] | u | 36%[activator][15.3 µM]
COC(=O)c1ccc(C(NC(=O)OCc2ccccc2)/C(=C/[C@@H](C)C(=O)NCc2ccccc2)c2cccnc2)cc1 (stereo not given in full)
 : -6% | -6% | -8%
CCC1=C2CC[C@H]3C(=O)N(c4ccccc4)C(=O)[C@H]3[C@H]2[C@@]2(C)C(=O)N(Cc3ccccc3)C(=O)N2C1=O
 : -1% | -7% | -13%
CCN(CC)CCCC(C)n1c(-c2ccccc2)nc2c(NCCOC)nc(C)nc21 (stereo not given)
 : -1% | -5% | -2%
CC(C)CO/N=C1/C[C@@H](O)[C@@H](O)[C@@H]2[C@H]3C(=O)N(c4ccc(F)cc4F)C(=O)[C@@H]3CC[C@H]12
 : 1%[12.4 µM] | 14%[12.4 µM] | -6%[15.3 µM]
COC(=O)NC(c1cccc(F)c1)C(C(C)=O)C(=O)OC (stereo not given)
 : 2%[12.4 µM] | 3%[12.4 µM] | -11%[15.3 µM]
COc1ccc(C(=O)CC(=O)c2c(O)cc(OC)cc2OC)cc1
 : -1%[12.4 µM] | u | -5%[15.3 µM]
COC(=O)c1ccc(C(NC(=O)OCc2ccccc2)/C(=C/[C@@H](C)C(=O)NCc2cccnc2)c2cccnc2)cc1 (stereo not given in full)
 : 0% | -7% | -6%
N#CCCN(CC#Cc1ccccc1)OCc1ccccc1
 : 1%[12.4 µM] | u | -3%[15.3 µM]
CC(C)=CCC/C(C)=C/CO/N=C1/C[C@@H](O)[C@@H](O)[C@@H]2[C@@H]3C(=O)N(Cc4ccc5c(c4)OCO5)C(=O)[C@H]3CC[C@@H]12
 : 4%[12.4 µM] | 19%[12.4 µM] | -7%[15.3 µM]
C=CCC1(c2ccccc2)Oc2ccccc2-c2nc3cc(Cl)c(Cl)cc3nc21 (stereo not given)
 : -1%&-2%[12.4 µM] | u | 7%&-19%[15.3 µM]
COCCN=C1OC(=O)N2C(=O)C3=C4C(C[C@H]5C(=O)N(c6ccccc6)C(=O)[C@H]5[C@H]4[C@@]12Cc1ccccc1)[C@H]1C(=O)N(c2ccccc2)C(=O)[C@H]1[C@H]3C (stereo not given in full)
 : -4% | -4% | u
CO/N=C(\C(=O)N[C@@H]1C(=O)N2C(C(=O)O)=C(COC(C)=O)CS[C@H]12)c1csc(N)n1
 : -12% | 9% | 3%
O=C1C[C@@H](O)[C@@H](O)[C@@H]2[C@H]3C(=O)N(c4ccc(F)cc4F)C(=O)[C@@H]3CC[C@H]12
 : 0%[12.4 µM] | 17%[12.4 µM] | -2%[15.3 µM]
O=C1CCC[C@H]2OC12[C@@H](O)CCc1ccccc1 (stereo not given in full)
 : -1%[12.4 µM] | -5%[12.4 µM] | 0%[15.3 µM]
C[C@@H](c1ccccc1)N1C(=O)[C@H]2[C@H]3[C@H](O)[C@H](O)C/C(=N/OC[C@@H](O)COCc4ccco4)[C@H]3CC[C@@H]2C1=O
 : 0%[12.4 µM] | -11%[12.4 µM] | 4%[15.3 µM]
C=CC[C@@H]1C=C[C@H](O/N=C(\C)CCN2CCc3nc(-c4ccccc4)c(-c4ccccc4)cc3C2)[C@H](CO)O1
 : -2%[12.4 µM] | -4%[12.4 µM] | -12%[15.3 µM]
CCN1C(=O)[C@H]2[C@H]3[C@H](O)[C@H](O)C/C(=N/O[C@@H]4O[C@@H](COC(C)=O)[C@@H](OC(C)=O)[C@@H](OC(C)=O)[C@H]4OC(C)=O)[C@@H]3CC[C@@H]2C1=O
 : -4%[12.4 µM] | 18%[12.4 µM] | -6%[15.3 µM]
Cc1nc(NCc2ccccc2)c2nc(-c3ccccc3)n(C3CCN(Cc4ccccc4)C3)c2n1 (stereo not given)
 : -6% | -7% | 44%[activator]
C/C(CCC(=O)OC[C@@H]1O[C@H](C#Cc2ccccc2)C=C[C@@H]1Oc1ccc(C)cc1)=N/O[C@@H](C)c1cn([C@H]2COC[C@H]2O)nn1
 : -4%[12.4 µM] | u | -2%[15.3 µM]
CCCCCCN(C(=O)CCCCCN1C(=O)NC(c2ccc3ccccc3c2)C(C(=O)OCc2ccccc2)=C1C)C(C(=O)NCCCC)c1ccc(OCC(=O)OC)c(C(=O)OC)c1 (stereo not given)
 : -7% | -8% | -7%
COC(=O)C1=C(C)N(Cc2ccccc2)[C@]23O[C@](C(=O)OC)(C(=O)N2C1c1ccccc1)C1CCCC(=O)C13 (stereo not given in full)
 : -2%&6%[12.4 µM] | u | -18%&-8%[15.3 µM]
COc1ccc(OCC2Cc3c(-c4ccccc4)nc4c(c3CO2)CN(CCOc2ccccc2)CC4)cc1 (stereo not given)
 : -5%[12.4 µM] | -8%[12.4 µM] | -17%[15.3 µM]
C[C@@H]1O[C@H]2C3=C(C(=O)[C@H]4O[C@@H]4[C@H]3O)[C@@H]1[C@@H]1[C@@H](C)OC=C3[C@H](O)[C@H]4O[C@@H]4/C(=N\OCc4ccccc4)[C@]312
 : 0%[12.4 µM] | 14%[12.4 µM] | 3%[15.3 µM]
COC(=O)c1ccc(C(NC(=O)OCc2ccccc2)/C(=C/[C@@H](C)C(=O)NCc2cc(C)n(C)n2)c2cccnc2)cc1 (stereo not given in full)
 : 1% | -4% | -7%
COc1ccc(/C=C/N(CCc2ccc(OC)c(OC)c2)C(C)=O)cc1
 : -4%[12.4 µM] | u | -10%[15.3 µM]
CC(C)=NOC[C@@H](O)[C@@H]1O[C@@H]2OC(C)(C)O[C@@H]2[C@H]1O
 : 4%[12.4 µM] | 39%[activator][12.4 µM] | -1%[15.3 µM]
CCOc1ccccc1-c1nnc2n1N=C(c1cccc(OC)c1)CS2
 : 2% | -7% | -13%
